# Screens as filed in PubChem BioAssay.
# ABCG2 inh – human ABCG2 inhibition, ABCB1 as counter-screen | Q9UNQ0 | IgMXP3 cells, JC-1 efflux, flow cytometry | inhibition, % at 6.6 µM | actives 0.1% (n = 190,000);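 active = inhibition above 80%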;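 note: 0% = DMSO and 100% = nicardipine control wells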
# Target sequence (Q9UNQ0 whole entry, looked up): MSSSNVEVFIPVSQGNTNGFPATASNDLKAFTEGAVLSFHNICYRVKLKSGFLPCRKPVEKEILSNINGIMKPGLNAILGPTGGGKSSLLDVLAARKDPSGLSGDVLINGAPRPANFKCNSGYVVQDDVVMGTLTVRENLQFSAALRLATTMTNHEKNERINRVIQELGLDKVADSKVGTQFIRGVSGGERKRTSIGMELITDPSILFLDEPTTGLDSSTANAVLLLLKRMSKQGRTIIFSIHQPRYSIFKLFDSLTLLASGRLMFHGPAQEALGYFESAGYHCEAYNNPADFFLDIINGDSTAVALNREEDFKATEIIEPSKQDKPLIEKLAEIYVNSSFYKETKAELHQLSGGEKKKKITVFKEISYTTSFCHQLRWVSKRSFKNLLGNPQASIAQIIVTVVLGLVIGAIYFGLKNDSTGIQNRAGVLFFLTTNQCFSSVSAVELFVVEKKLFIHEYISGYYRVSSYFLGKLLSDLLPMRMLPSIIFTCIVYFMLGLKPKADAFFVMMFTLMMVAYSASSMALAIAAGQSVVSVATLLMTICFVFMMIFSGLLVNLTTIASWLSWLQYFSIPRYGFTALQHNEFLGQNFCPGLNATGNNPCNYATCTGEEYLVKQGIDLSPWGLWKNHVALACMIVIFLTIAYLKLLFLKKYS
#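 System: two drug-resistant human cell lines, ABCG2 and ABCB1; controls: nicardipine high and DMSO low controls; times: 10 min exposure at 25 °C with rotation, no wash; detection: flow cytometry of retained JC-1 fluorescence; read-out basis: percent efflux inhibition, scaled nicardipine 100% to DMSO 0%; doses: one concentration, 6.6 µM final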
# Bcl-XL Bim block – disrupts Bim peptide binding to human Bcl-XL; bead flow cytometry, fluorescence; inhibition, % at 10 µM; actives 0.04% (n = 190,000); AID 1007
# Target sequence (Q07817 whole entry, looked up): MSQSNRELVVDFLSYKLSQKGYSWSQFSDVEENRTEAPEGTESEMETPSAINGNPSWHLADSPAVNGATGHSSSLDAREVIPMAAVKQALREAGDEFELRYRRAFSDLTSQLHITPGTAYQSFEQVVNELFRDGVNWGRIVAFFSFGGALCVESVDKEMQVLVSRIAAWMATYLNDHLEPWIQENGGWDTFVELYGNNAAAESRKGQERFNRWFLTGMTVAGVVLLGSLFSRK
# Bim-Bcl-B – human Bim-Bcl-B interaction inhibition; Q9HD36; bead-based flow cytometry, Bim peptide-Bcl-B binding; inhibition, % at 10 µM; actives 0.073% (n = 190,000); AID 951;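 note: 0% = tracer peptide without compound and 100% = reference inhibitor peptide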
# Avidin bead fluor – avidin bead compound fluorescence profile; Avidin beads, compound fluorescence 488/530 nm, flow cytometry; stronger effect = higher value; fluorescence (KMESF) at 10 µM; actives 0.38% (n = 220,000); AID 1775; in the data active = fluorescence above about 47; note: inactives centre near 10
# RGS7-Gao – modulates binding of RGS7 to human Galphao | P09471 | Multiplexed bead flow cytometry; actives lie on both sides | binding response (% of control), % at 10 µM | actives 0.35% (n = 220,000) | AID 1439; in the data active = binding response below about 49% or above about 150%; inconclusive = no clear call, values can overlap the other calls; inactive = in between;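 note: fluorescent Galphao held in activated GDP-AlF4 state binding bead-coupled RGS7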
# Bim-Bfl-1 – human Bim-Bfl-1 interaction inhibition | AID 1008 | actives 0.12% (n = 190,000) | Bead-based flow cytometry, Bim-Bfl-1 binding inhibition | Q16548 | inhibition, % at 10 µM;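 note: 0% = wells without compound plus tracer and 100% = blocker peptide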
# GSH bead fluor – compound fluoresces at 488/530 nm on GSH beads; actives 0.25% (n = 190,000); fluorescence (KMESF) at 10 µM; GSH beads flow cytometry, compound fluorescence 488/530 nm; stronger effect = higher value; AID 1776; in the data active = fluorescence above about 89;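 note: glutathione beads carrying GST-tagged Bcl family fusion proteins plus one bare bead set; values are compound well signal with DMSO vehicle wells as background; inactives centre near 16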
# RGS4-Gao reg – modulates binding of RGS4 to human Galphao | Multiplexed bead flow cytometry; actives lie on both sides | binding response (% of control), % at 10 µM | actives 0.33% (n = 220,000); in the data active = binding response below about 49% or above about 150%; inactive = in between;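 note: fluorescent Galphao activated with aluminum fluoride binding bead-coupled RGS4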
# Bcl-W Bim block – disrupts Bim peptide binding to human Bcl-W. Q92843. inhibition, % at 10 µM. AID 952. bead-based flow cytometry. actives 0.02% (n = 190,000);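 note: 0% = bound tracer without compound and 100% = peptide blocker; higher means less fluorescent Bim peptide bound to Bcl-W beads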
# Target sequence (Q92843 whole entry, looked up): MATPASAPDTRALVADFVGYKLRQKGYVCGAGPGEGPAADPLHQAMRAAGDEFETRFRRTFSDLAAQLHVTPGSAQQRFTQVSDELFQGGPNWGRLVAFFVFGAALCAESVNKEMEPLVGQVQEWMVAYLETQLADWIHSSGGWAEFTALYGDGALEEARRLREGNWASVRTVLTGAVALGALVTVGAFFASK
# ABCB1 inh – blocks JC-1 efflux by human ABCB1 transporter | P08183 | CCRF-Adr cells, flow cytometry | inhibition, % at 6.6 µM | actives 0.067% (n = 190,000); in the data active = inhibition above about 40%;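 note: 0% = vehicle and 100% = reference inhibitor; higher value means more JC-1 retained so stronger ABCB1 efflux block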
# Bim-Bcl-2 – inhibitors of Bim-Bcl-2 interaction, human; Bead-based flow cytometry, Bim peptide-Bcl-2 binding; inhibition, % at 10 µM; actives 0.06% (n = 190,000); P10415; in the data active = inhibition above about 40%; inconclusive = no clear call, values can overlap the other calls;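 note: 0% = no compound wells with probe peptide and 100% = reference peptide inhibitor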
# An asterisk follows results filed as active; ? = inconclusive; nt = not tested or not shown. Cut-off read from the data, not from the text of the source, unless noted: active = inhibition above about 40%.
SMILES,ABCG2 inh,Bcl-XL Bim block,Bim-Bcl-B,Avidin bead fluor,RGS7-Gao,Bim-Bfl-1,GSH bead fluor,RGS4-Gao reg,Bcl-W Bim block,ABCB1 inh,Bim-Bcl-2
O=C(CSc1ccc(Cl)cc1)NNC(=O)c1cccnc1,2,-3,-8,9,104,0,18,100,-6,0.6,0
COc1ccc(N(C(=O)CNS(=O)(=O)c2ccccc2)C(C(=O)NCc2ccco2)C(C)C)cc1 (stereo not given),2,-7,-5,11,97,-7,14,99,-3,0.9,-4
CCCOc1ccc(-c2csc3ncn(Cc4ccc(C(=O)O)cc4)c(=O)c23)cc1,1,-2,-2,13,104,-4,22,102,-1,0.2,-3
CC(C)(C)C(=O)NC(=S)Nc1ccccc1F,4,-3,-8,22,102,-18,28,100,0,1.4,-13
Nc1nc(SCC(=O)Nc2ccc([N+](=O)[O-])cc2Br)n[nH]1,14,0,-4,4,100,1,17,92,1,2.8,-1
Cc1ccc(/C=N/NS(=O)(=O)c2ccccc2)o1,6,-7,-5,8,93,-2,22,88,-3,-0.4,-3
c1cc(C(c2nnnn2C2CCCCC2)N2CCN3CCCC3C2)ccn1 (stereo not given),-4,0,-4,31,101,-3,10,103,5,-0.7,0
Cc1ccc(SCCNS(=O)(=O)c2ccc(F)cc2)cc1,0,0,-3,9,98,-8,8,102,0,0.1,-3
CCC(=O)Nc1sc(C(=O)Nc2ccccc2F)c(C)c1C(=O)OC,28,-4,-7,12,97,-7,14,100,-1,8.2,-8
COc1cccc(NC(=S)N(CCc2nc3cc(C)c(C)cc3[nH]2)Cc2cccnc2)c1,16,-4,-14,12,100,-18,26,101,-2,1.3,-13
COc1cccc(C(=O)NC2CCCC2)c1,3,-7,-4,10,104,-5,17,100,-4,0.2,2
O=C(CSc1nnc(Cn2nnc(-c3ccccc3)n2)n1-c1ccccc1)Nc1ccccc1,9,-6,-7,11,100,-1,30,100,-3,1.7,-4
CCN(CC(=O)NCCc1ccccc1)S(=O)(=O)c1ccc(C)cc1,5,4,8,16,96,12,9,95,3,1.6,8
Cc1cc(C)cc(OCC(=O)N/N=C/c2ccco2)c1,5,0,0,11,99,0,17,98,2,0.7,0
CCC1CCCCN1C(=O)c1c[nH]c2ccc(S(=O)(=O)N(C)c3ccc(Cl)cc3)cc2c1=O (stereo not given),0,-7,-7,6,101,-13,35,105,0,0.0,-9
N#Cc1ccc(-c2cccnc2)nc1SCC(=O)Nc1sc2c(c1C#N)CCC2,13,-4,-14,12,98,-8,17,98,-1,3.7,-7
CC(C)(C)OC(=O)NCCc1nnc(SCc2ccccc2Cl)o1,3,5,6,7,99,9,16,109,0,0.8,8
CC1CC(C)CN(S(=O)(=O)c2cccc(C(=O)OCCN3CCCC3=O)c2)C1 (stereo not given),6,-1,0,6,97,0,13,100,0,2.0,-1
Cc1ccc(/C=c2\sc3n(c2=O)CN(c2ccc(Br)cc2)CN=3)o1,10,0,1,21,93,23,19,89,3,1.6,4
CCC12CN(C(=O)c3ccc(C)cc3)CC(CC)(CN(C(=O)c3ccc(C)cc3)C1)C2=O,2,-4,-9,5,97,-6,10,99,-3,3.1,-3

# An excerpt from above in order of number of heavy atoms, high to low:
SMILES,ABCG2 inh,Bcl-XL Bim block,Bim-Bcl-B,Avidin bead fluor,RGS7-Gao,Bim-Bfl-1,GSH bead fluor,RGS4-Gao reg,Bcl-W Bim block,ABCB1 inh,Bim-Bcl-2
CCC1CCCCN1C(=O)c1c[nH]c2ccc(S(=O)(=O)N(C)c3ccc(Cl)cc3)cc2c1=O (stereo not given),0,-7,-7,6,101,-13,35,105,0,0.0,-9
CCCOc1ccc(-c2csc3ncn(Cc4ccc(C(=O)O)cc4)c(=O)c23)cc1,1,-2,-2,13,104,-4,22,102,-1,0.2,-3
CCC(=O)Nc1sc(C(=O)Nc2ccccc2F)c(C)c1C(=O)OC,28,-4,-7,12,97,-7,14,100,-1,8.2,-8
Cc1ccc(/C=c2\sc3n(c2=O)CN(c2ccc(Br)cc2)CN=3)o1,10,0,1,21,93,23,19,89,3,1.6,4
O=C(CSc1ccc(Cl)cc1)NNC(=O)c1cccnc1,2,-3,-8,9,104,0,18,100,-6,0.6,0
Cc1cc(C)cc(OCC(=O)N/N=C/c2ccco2)c1,5,0,0,11,99,0,17,98,2,0.7,0

# Remaining list, next part:
SMILES,ABCG2 inh,Bcl-XL Bim block,Bim-Bcl-B,Avidin bead fluor,RGS7-Gao,Bim-Bfl-1,GSH bead fluor,RGS4-Gao reg,Bcl-W Bim block,ABCB1 inh,Bim-Bcl-2
CC1(C)COC(c2ccc(F)c([N+](=O)[O-])c2)=N1,0,10,4,8,69,9,14,79,7,-0.2,5
CC(=O)c1cccc(NC(=O)CN(c2ccc(F)cc2)S(C)(=O)=O)c1,3,-6,-4,39,102,-2,14,103,-1,0.6,-6
c1c2c(cc3sc(N4CCCCC4)nc13)OCO2,1,-6,-10,11,103,-2,31,103,1,-0.3,-4
O=C(Nc1ccccc1N1CCCC1)c1ccco1,2,-4,-3,7,100,-10,16,100,2,0.6,-9
CN(Cc1ccc(F)cc1)C(=O)c1cc(COc2ccc(F)cc2F)on1,18,-5,-6,2,106,-5,14,103,0,4.6,-3
COc1ccccc1N1CCN(C(=O)c2cc3c(-c4ccc(Cl)cc4)nn(C)c3s2)CC1,9,-3,-5,6,98,-8,27,100,1,2.4,-6
CCCCCOc1ccc(Cl)cc1CN1CCOCC1,8,-4,-1,15,103,0,10,109,0,2.2,-2
CC(Nc1nc(N2CCCC2)nc2ccccc12)c1ccccc1 (stereo not given),1,-2,-9,9,100,-9,12,100,0,0.7,-7
COc1ccccc1OCC(=O)Nc1cccc(N(C)S(C)(=O)=O)c1,6,1,-8,8,91,-10,28,87,0,1.0,-7
CC(=O)N1N=C(c2ccncc2)OC12CCCC2,3,-6,-8,9,100,-12,11,102,2,0.3,-11
COc1ccc(C(NC(=O)C(C)C)c2c(O)ccc3ccccc23)cc1OC (stereo not given),2,3,5,15,98,4,11,101,2,1.1,7
CC(C)(O)CC[C@@H](O)[C@](C)(O)[C@H]1CC[C@@]2(O)C3=CC(=O)[C@@H]4C[C@@H](O)[C@@H](O)C[C@]4(C)C3CC[C@]12C (stereo not given in full),-1,-4,-5,5,99,-11,21,98,-1,-0.3,-3
COc1ccc(CSc2n[nH]c(C)n2)cc1Br,3,-3,-7,25,100,-9,25,98,1,0.3,-5
CC(=O)Nc1cc(OC(=O)c2ccco2)cc(OC(=O)c2ccco2)c1,1,0,-3,31,91,-1,26,91,-1,0.1,0
Cc1cccc(OCC(=O)NCc2cc(C)nc3ccccc23)c1,9,-1,-4,7,89,-2,13,100,-3,-0.9,-1
O=c1c2ccccc2nc(-c2ccco2)n1-c1nc2ccccc2s1,31,-7,-9,14,105,-17,38,103,-1,-0.9,-8
c1ccc(-c2csc(N3CCN(c4ccccn4)CC3)n2)cc1,10,0,-11,14,100,0,15,107,2,0.2,-5
COC(=O)c1ccccc1NC(=O)CN(c1ccccc1)S(=O)(=O)N(C)C,1,-13,-13,22,103,-5,18,100,-7,0.1,8
CC1=CC(C)(C)N=C(Nc2nc(C)c3cc(C)cc(C)c3n2)N1,2,1,-5,21,102,-1,8,102,-1,0.6,0
c1ccc2c(c1)[nH]c1c(N3CCN(C4CCCCC4)CC3)ncnc12,26,-6,-6,19,102,-13,36,101,1,7.9,-9
O=C(CSc1ccc(-c2cccc([N+](=O)[O-])c2)nn1)N1CCCC1,2,-1,0,6,98,-2,14,100,0,0.1,0
O=[N+]([O-])c1ccc(N2CCN(S(=O)(=O)c3ccc4ccccc4c3)CC2)cc1NCC1CCCO1 (stereo not given),1,-3,-2,2,102,0,7,100,-1,0.8,0
COc1ccc(/C=C2/CCc3ccccc3C2=O)cc1OC,22,-12,-13,4,102,0,11,103,-5,2.2,-3
Cc1ccc(C(=O)NC2CCSC2=O)cc1 (stereo not given),nt,1,-2,8,101,-9,16,102,2,nt,0
COc1ccc(CC(=O)Nc2cc(S(=O)(=O)N3CCCCC3)ccc2C)cc1OC,4,-4,-6,8,99,-7,15,104,0,0.5,-1
COC(=O)c1sc2ccccc2c1-n1cccc1C(=O)C(=O)Nc1ccc(OC)cc1,23,0,0,8,101,0,15,98,-1,2.0,0
COc1cc(/C=C(\C#N)C(=O)Nc2ccc(SC(F)F)cc2)cc(OC)c1OC,12,-3,-8,4,96,-15,16,93,2,1.3,0
CCC(=O)N1CCc2cc(Br)cc(S(=O)(=O)N(C)c3ccc(OC)cc3OC)c21,20,-2,4,7,101,3,21,101,0,1.2,5
CC(=O)c1cccc(Nc2nc(=O)c3cccnc3s2)c1,3,-2,-4,4,100,-6,46,94,2,0.4,-6
Cc1cc(C(F)F)n2nc(C(=O)Nc3ccccc3Br)nc2n1,1,-1,-4,10,99,-3,24,89,-2,-0.4,-4
C=CCn1c(SCC(=O)N2CCc3ccccc3C2)nc2ccccc2c1=O,8,0,-5,4,100,-8,24,98,2,1.4,-3
CCCc1cc(=O)oc2c(CN3CCCC3)c(O)ccc12,1,0,0,18,101,1,22,104,-2,0.3,0
O=C(CSCc1cnn(-c2ccccc2)c1-n1cccc1)NCc1cccnc1,1,0,1,10,100,0,21,97,3,0.8,1
O=C(/C=C/c1ccco1)NCC(=O)N/N=C/c1ccc(Cl)cc1,-1,-3,-7,24,106,-4,8,105,-2,-0.7,0
Cc1cc(/C=C2\SC(=S)NC2=O)c(C)n1C1CC1,-1,-1,0,10,101,2,21,100,-2,-0.2,0
Cc1oc(-c2ccccc2F)nc1CS(=O)(=O)CC(=O)N1CCc2ccccc21,2,-2,-1,7,98,-9,14,98,0,0.8,-8
Cn1c(-c2ccc([N+](=O)[O-])cc2)nc2ccccc21,1,1,-1,8,?,-2,17,100,-1,0.0,0
CCn1ccnc1CNC(=O)CC1C(=O)NCCN1Cc1ccccc1F (stereo not given),-1,-9,-5,9,105,-12,52,101,-6,-0.4,-6
CCOc1ccccc1N1CC(C(=O)Nc2c(C)n(C)n(-c3ccccc3)c2=O)CC1=O (stereo not given),0,-2,-1,8,100,-1,21,100,-3,-0.1,2
CCc1ccc(OCc2nnc(SCC(=O)N3CCN(c4ccccc4)CC3)o2)cc1,0,4,4,21,100,1,23,100,3,0.1,9
O=C(O)c1ccc2c(c1)C(=O)N(Cc1ccccc1)C2=O,-1,-6,-9,8,102,-8,28,101,1,-0.1,-5
O=C(CC12CC3CC(CC(C3)C1)C2)NC(=S)N1CCCCC1,-3,-5,0,7,99,-3,10,96,-2,0.3,-3
Cc1cc(NCc2ccco2)n2ncnc2n1,0,-5,-6,18,105,-5,10,104,-4,nt,-6
CS(=O)(=O)N(Cc1ccccc1)c1ccc(C(=O)NCc2ccccc2)cc1,4,0,-3,nt,103,-2,12,103,-2,1.0,0
O=C(NCc1ccccn1)c1nc(-c2ccc(C(F)(F)F)cc2)no1,0,-3,-4,9,97,-6,21,99,-1,-0.1,-2
CCCCCCNC(=O)C(C#N)c1nc2ccccc2nc1N1CCCC1 (stereo not given),4,-7,-12,11,103,-8,11,100,2,0.9,-10
COc1cc(OC)cc(C(=O)N[C@H](C(=O)NCc2ccco2)C(C)C)c1,11,0,-5,11,109,-3,12,104,0,1.6,0
COc1cccc(-c2csc(N3CCN(C(=O)Nc4ccccc4OC)CC3)n2)c1,11,-7,-7,20,101,-13,23,103,-3,-0.2,-7
